Screening data as filed in PubChem.
Autophagy HCS = autophagy modulation, high-content screen | hit rate 0.98% among 190,000 | calls only at 10 µM (by protocol) | MEF GFP-LC3 puncta imaging; test concentration mostly 10 µM | AID 463193;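 active = percentage of spot-positive cells more than 3 SD above its plate mean, without a fluorescence outlier flag or 80% toxicity; inconclusive = no clear call, values can overlap the other calls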;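 note: spot-positive cell cutoff set from DMSO-treated cells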
bCat nuc transl = beta-catenin nuclear translocation modulation; HeLa beta-catenin nuclear translocation, immunofluorescence imaging; nuclear translocation activity, % at 5 µM; hit rate 0.3% among 190,000; AID 1665;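 active = nuclear translocation activity above 50% at 5 µM, with a well cell count of 50 or more; inconclusive = wells under 50 cells across six images, flagged as toxic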;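 note: per-cell ratio of nuclear to cytoplasmic median beta-catenin stain intensity; plate controls were DMSO negative control for no effect and GSK-3 inhibitor IX positive control for full effect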
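System: Human HeLa cells, endogenous beta-catenin | Compound dosing: 5 µM primary, 0.02–20 µM confirmation | Timing: 24 h compound exposure at 37°C, 5% CO2 | Measured by: Fluorescence imaging of beta-catenin antibody stain plus DAPI | Read-out basis: % activation of per-cell nuclear versus cytoplasmic median beta-catenin signal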
WT yeast gro inh = growth inhibition of WT yeast, mitochondrial fusion screen. mitochondrial fusion phenotypic screen, WT strain. inhibition, % at 10 µM. hit rate 2.1% among 190,000. AID 1362; in the data active = inhibition above about 58%; tested in S. cerevisiae
MT stabilize HCS = stabilizes microtubules in HeLa cells. hit rate 0.83% among 200,000. % tubulin-high responders, % at 10 µM. HeLa tubulin immunostaining HCS, 24 h; share of cells brighter than vehicle mean+2SD;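 active = plate Z-score above 3 for both tubulin-high and condensed-nucleus cell shares, with cell loss under 80%, at 10 µM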;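 note: anti alpha tubulin signal scored within the nucleus-defined area of each cell; some results filed as inactive read as strong as hits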
Myeloid diff MLP = compounds promoting myeloid differentiation | ER-HoxA9 myeloid progenitors, lysozyme-GFP differentiation, flow cytometry | calls only at 10 µM | hit rate 1% among 360,000;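 active = normalized GFP-positive differentiation at or above the plate's own cutoff, the solvent-only control mean plus 3 SD; inconclusive = no clear call, values can overlap the other calls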;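 note: cells exposed to compound for four days before flow analysis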
Lipid droplet = modulators of hepatic lipid droplet formation. AML12 mouse hepatocytes, oleate lipid droplets, BODIPY imaging. inhibition, % at 6.5 µM. hit rate 0.4% among 240,000. AID 1656;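 active = lipid droplet intensity inhibited by at least 50%, with more than 500 cells counted; inconclusive = wells with under 300 cells, treated as cytotoxic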
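Assay system: AML12 hepatocytes (mouse); Probe or stimulus: oleic acid at 100 µM to induce lipid droplet formation; Dosing: compound at 6.5 µM only; Schedule: compound with oleate, overnight; Detection: fluorescence imaging, 20x objective, two fields per well; Measure: % inhibition of lipid droplet signal.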
West Nile virus CPE = West Nile virus antiviral activity, cell-based, CPE readout (AID 1621). West Nile virus-infected cells, CPE inhibition; higher % means a stronger effect. CPE inhibition, % at 10 µM; hits with a dose series show IC50 in µM. hit rate 0.02% among 290,000; in the data active = a potency from the dose series; inconclusive = CPE inhibition mostly from about 3.7% at the one dose, without a potency; inactive = the rest, 99 in 100 with CPE inhibition below about 2.2%; note: strong numbers were not always called active
T cell modulator = T cell immune modulation candidate; calls only at 7 µM; hit rate 0.068% among 330,000; 2C CD8+ T cell-vesicle binding, flow cytometry; stronger effect = lower value; AID 2052;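 active = response, share of CD8 T cells binding vesicles, and their 90th percentile fluorescence all below set limits, cut at about 80% in these data, passing the limit was not always enough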
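Material: 2C TCR transgenic mouse naive CD8+ T cells, MACS-purified. Also added: QL9-charged Drosophila Ld/ICAM-1/B7-1 vesicles. Timing: binding 1.5 h at 37 °C. Measured by: high-throughput flow cytometry with anti-B7-1 and anti-CD8 staining. Read-out: percent CD8+ FL2 mean versus row control. Controls: Unloaded micro-vesicles (low), QL9 vesicles with 0.7% DMSO (high).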
Ins promoter up = MIN6 insulin promoter up-regulation. z-score at 5 µM. AID 1625. hit rate 0.3% among 190,000. MIN6 insulin promoter-GFP reporter, high-content imaging; stronger effect = higher value;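 active = z-score above 3 at 5 µM with at least 500 cells counted in the well; inconclusive = wells under 500 cells, flagged as cytotoxic or low count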
WT yeast gro inh mutant strain = also measured in WT yeast gro inh; calls as there; inhibition, %; mitochondrial fusion phenotypic screen, mutant strain inhibition
Ins promoter up cell count = second read-out of Ins promoter up, no call of its own (marks repeat the call); cell count; measured here: cytotoxicity, nuclei count;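 total cells summed across four imaged fields per well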
Lipid droplet cells 6.5 µM = also measured in Lipid droplet; calls as there; cell count; measured here: cell count, cytotoxicity flag;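 cells counted across two imaged fields per well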
bCat nuc transl cell count 5 µM = also measured in bCat nuc transl; calls as there; cell count; measured here: cell count, cytotoxicity flag
T cell modulator vesicle-bound % = further read-out of T cell modulator, marked with its call; double positive events, %; measured here: CD8+ vesicle-bound cell fraction;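 binding gate set so that unloaded-vesicle control wells show 10% double positive cells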
MT stabilize HCS Hoechst-high % = also measured in MT stabilize HCS; calls as there; % Hoechst-high responders; measured here: nuclear condensation Hoechst responders;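 share of cells brighter than vehicle mean plus two SD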
MT stabilize HCS cytotoxicity % = recorded beside MT stabilize HCS, whose call it bears; toxicity, %; measured here: cytotoxicity by cell density;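 0% = mean cell density of plate MIN control wells and 100% = no cells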
Autophagy HCS cell loss 18 h = also measured in Autophagy HCS; calls as there; toxicity, %; measured here: cell loss, nuclei count;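 cell loss after 18 h compound exposure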
Myeloid diff MLP GFP+ MAC1+ % = second read-out of Myeloid diff MLP, no call of its own (marks repeat the call); GFP+ MAC1+ double positive, %; measured here: differentiation confirmed by MAC1 staining
The depositor's hits bear a star; i = inactive; u = inconclusive; x = no result given.

SMILES	Autophagy HCS	Autophagy HCS cell loss 18 h	bCat nuc transl	bCat nuc transl cell count 5 µM	WT yeast gro inh	WT yeast gro inh mutant strain	MT stabilize HCS	MT stabilize HCS Hoechst-high %	MT stabilize HCS cytotoxicity %	Myeloid diff MLP	Myeloid diff MLP GFP+ MAC1+ %	Lipid droplet	Lipid droplet cells 6.5 µM	West Nile virus CPE	T cell modulator	T cell modulator vesicle-bound %	Ins promoter up	Ins promoter up cell count
COc1cccc(NC(=O)Cn2cc(C=O)c3ccccc32)c1	x	x	x	x	x	x	x	x	x	i	1.7	-6	820	-0.3%	i	44	x	x
COc1ccccc1CNC(=O)c1cc(C(=O)CC(C)C)c[nH]1	x	x	x	x	x	x	x	x	x	i	0.5	-4	418	-1.8%	i	27	x	x
C=CCNC(=O)N1CCC(n2nccc2NC(=O)CCCc2ccccc2)CC1	x	x	x	x	x	x	x	x	x	i	6.3	-33	713	0.3%	i	9	x	x
CCOC(=O)C1(Cc2ccc(OC)cc2)CCN(C(=O)[C@@H]2CCCN2C(C)=O)CC1	x	x	0.0	1393	x	x	x	x	x	i	0.2	14	713	-0.1%	i	45	-0.32	1160
CCOC(=O)CCc1nc2ccccc2[nH]1	i	8	0.1	1136	-11	13	3.3	2.2	7.9	i	5.6	x	x	0.1%	i	28	0.02	936
COc1cccc(C(C(=O)NC(C)(C)C)N(C(=O)CCC(=O)Nc2cc(C)on2)C(C)C)c1OC (stereo not drawn)	i	8	-5.5	1115	-9	27	4.9	1.8	13	i	0.5	0	688	-1.4%	i	34	x	x
CSc1nncc(/C(C)=N\Nc2cccc(C)c2)n1	i	21	-1.8	1301	-3	2	2.7	2.0	6.9	i	0.2	x	x	0.2%	i	42	2	1519
CN(C)S(=O)(=O)N(CC(=O)NCCSCc1ccccc1)c1ccccc1	i	1	-0.6	1106	10	-2	3.0	2.0	6.8	i	0.1	-3	680	0.0%	i	41	x	x
Cc1ccc(S(=O)(=O)NCC(=O)OCC(=O)Nc2cccc(S(=O)(=O)NC3=NCCCCC3)c2)cc1	i	-3	-1.5	1059	-1	-8	2.6	3.8	8.3	i	0.5	-5	726	-0.1%	i	32	0.38	1180
CCCCCn1c(N2CCOCC2)nc2c1c(=O)n(CC(N)=O)c(=O)n2C	i	6	-1.6	832	x	x	4.3	2.9	6.5	i	0.5	x	x	0.0%	i	44	-0.02	1125
COc1cccc(COC(=O)c2c(C)nn(-c3ccccc3)c2Cl)c1OC	x	x	x	x	x	x	x	x	x	i	0.4	-15	710	-0.6%	i	58	x	x
COc1ccc(N(C(=O)c2snc(C(N)=O)c2N)C(CC(C)C)C(=O)NCC2CCCO2)cc1 (stereo not drawn)	x	x	x	x	x	x	x	x	x	i	5.6	14	813	-1.3%	i	28	x	x
CCOC(=O)c1ccccc1NC(=O)[C@@H]1CCCN1C(=O)OC(C)(C)C	x	x	x	x	x	x	x	x	x	i	0.9	-1	818	-0.9%	i	25	x	x
CN(C)S(=O)(=O)c1ccc(C(=O)OCC(=O)Nc2ccccc2OC(F)F)cc1	i	-10	-0.4	1217	-17	-1	1.8	1.1	4.3	i	1.2	18	784	0.2%	i	44	-0.13	929
Cc1ccc2nc(Cl)c(C3CC(c4ccco4)=NN3C(=O)CCCC(=O)O)cc2c1 (stereo not drawn)	x	x	0.7	1367	x	x	x	x	x	i	0.7	0	742	-0.5%	i	35	0.21	1031
N#Cc1ccc(/C=N/NC(=O)c2cccc(S(=O)(=O)N3CCOCC3)c2)cc1	i	6	-0.5	1082	2	7	2.3	4.6	10.0	i	0.4	2	707	-0.3%	i	19	-1.1	1387
CC1(C)CC(=O)c2cnc(NC(=O)CSc3nc4ccccc4o3)nc2C1	i	7	-0.6	1088	-7	-3	3.0	0.8	4.0	i	1.4	13	744	0.1%	i	36	0.33	1460
COc1ccccc1-c1coc2c(CN3CCN(CCO)CC3)c(O)ccc2c1=O	i	-1	x	x	x	x	2.8	1.0	2.9	x	x	x	x	-0.1%	i	34	x	x
CC(C)C[C@H](N)c1nnc(SCc2ccc(Cl)cc2)o1	x	x	0.0	1282	x	x	x	x	x	i	0.6	6	679	-1.3%	i	37	0.2	1046
COc1cccc(C(=O)OCC(=O)c2c[nH]c3ccccc23)c1O	i	-11	-4.6	1132	2	-7	4.2	2.8	8.9	i	0.5	-6	686	-0.6%	i	48	0.16	1271
O=C(O)/C=C/c1cccc(NC(=O)Nc2ccc([N+](=O)[O-])cc2)c1	x	x	x	x	x	x	x	x	x	i	0.3	6	875	0.0%	i	49	x	x
COc1ccc(/C=C/C(=O)OCC(=O)NCC2CCCO2)cc1 (stereo not drawn)	i	-8	x	x	-15	0	2.2	2.6	5.1	i	0.2	24	698	-0.1%	i	52	0.1	1471
COc1ccc(/C(O)=C2\C(=O)C(=O)N(Cc3ccco3)C2c2ccc(OC)cc2OC)cc1 (stereo not drawn)	i	7	-3.1	1395	22	7	1.6	1.4	6.0	u	x	x	x	-0.6%	i	27	0.06	1514
COc1ccc(-n2c(C)cc(C(=O)CN3C(=O)NC4(CCCc5sccc54)C3=O)c2C)cc1 (stereo not drawn)	i	2	-2.1	920	34	7	1.9	4.8	8.9	i	0.8	-33	561	-1.4%	i	51	x	x
O=C(O)CNC(=O)c1nc(-c2ccccc2)n(-c2ccccc2)n1	i	3	1.6	511	-2	2	2.4	2.8	8.1	i	0.3	5	593	1.2%	i	30	0.18	1184

Record cards (already shown). Screens in order: Autophagy HCS | Autophagy HCS cell loss 18 h | bCat nuc transl | bCat nuc transl cell count 5 µM | WT yeast gro inh | WT yeast gro inh mutant strain | MT stabilize HCS | MT stabilize HCS Hoechst-high % | MT stabilize HCS cytotoxicity % | Myeloid diff MLP | Myeloid diff MLP GFP+ MAC1+ % | Lipid droplet | Lipid droplet cells 6.5 µM | West Nile virus CPE | T cell modulator | T cell modulator vesicle-bound % | Ins promoter up | Ins promoter up cell count
CCOC(=O)C1(Cc2ccc(OC)cc2)CCN(C(=O)[C@@H]2CCCN2C(C)=O)CC1 is listed as x | x | 0.0 | 1393 | x | x | x | x | x | i | 0.2 | 14 | 713 | -0.1% | i | 45 | -0.32 | 1160
Cc1ccc(S(=O)(=O)NCC(=O)OCC(=O)Nc2cccc(S(=O)(=O)NC3=NCCCCC3)c2)cc1 is listed as i | -3 | -1.5 | 1059 | -1 | -8 | 2.6 | 3.8 | 8.3 | i | 0.5 | -5 | 726 | -0.1% | i | 32 | 0.38 | 1180
Cc1ccc2nc(Cl)c(C3CC(c4ccco4)=NN3C(=O)CCCC(=O)O)cc2c1 (stereo not drawn) is listed as x | x | 0.7 | 1367 | x | x | x | x | x | i | 0.7 | 0 | 742 | -0.5% | i | 35 | 0.21 | 1031
CCOC(=O)CCc1nc2ccccc2[nH]1 is listed as i | 8 | 0.1 | 1136 | -11 | 13 | 3.3 | 2.2 | 7.9 | i | 5.6 | x | x | 0.1% | i | 28 | 0.02 | 936

Next compounds
SMILES	Autophagy HCS	Autophagy HCS cell loss 18 h	bCat nuc transl	bCat nuc transl cell count 5 µM	WT yeast gro inh	WT yeast gro inh mutant strain	MT stabilize HCS	MT stabilize HCS Hoechst-high %	MT stabilize HCS cytotoxicity %	Myeloid diff MLP	Myeloid diff MLP GFP+ MAC1+ %	Lipid droplet	Lipid droplet cells 6.5 µM	West Nile virus CPE	T cell modulator	T cell modulator vesicle-bound %	Ins promoter up	Ins promoter up cell count
O=C(N/N=C/c1c(O)n(Cc2ccco2)c(=O)[nH]c1=O)c1ccccc1	x	x	-0.3	1379	x	x	x	x	x	i	1.0	-2	678	0.0%	i	36	0.12	1117
COc1cccc(CNC(=O)C2CCCN(S(=O)(=O)N3CC(C)CC(C)C3)C2)c1 (stereo not drawn)	x	x	x	x	x	x	x	x	x	i	0.8	-4	702	-0.4%	i	31	x	x
COc1cccc(OCC(=O)Nc2ccccc2C(=O)Nc2ccc(C(=O)O)cc2)c1	x	x	x	x	x	x	x	x	x	i	1.2	8	662	0.0%	i	63	x	x
C=CCN=C1SC(C)(C)C(=O)N1S(=O)(=O)c1ccc(C)cc1	i	23	0.0	1099	7	8	4.9	2.2	9.6	i	0.2	4	649	-1.1%	i	49	x	x
CCn1nc(C(=O)OC(C(=O)c2c[nH]c3ccccc23)c2ccccc2)c2ccccc2c1=O (stereo not drawn)	i	1	0.2	1183	4	-15	2.4	1.5	9.9	i	7.7	-35	764	-1.0%	x	x	-0.76	846
CCC(Oc1ccccc1)C(=O)Nc1ccc(-c2nnc(-c3ccco3)o2)cc1 (stereo not drawn)	i	1	2.5	1165	6	-6	3.0	2.3	7.5	i	0.6	29	635	0.1%	i	63	-0.97	1735
CC12c3ccccc3C(c3ccccc31)C1C(=O)N(Cc3cccnc3)C(=O)C12 (stereo not drawn)	i	-6	1.8	1435	12	1	1.6	1.5	2.9	i	1.8	x	x	-0.2%	i	13	-0.19	1572
Cc1cc(C(=O)N2CCCC(C(=O)c3ccc4ccccc4c3)C2)n(C)n1 (stereo not drawn)	i	4	0.8	1530	-6	4	1.6	1.8	5.5	i	0.2	5	694	-0.5%	i	41	x	x
Cc1ccc(S(=O)(=O)N[C@@H](C)C(=O)N2CCC(C(=O)N[C@@H](Cc3ccccc3)C(=O)O)CC2)cc1	x	x	x	x	x	x	x	x	x	i	1.9	22	709	0.3%	i	34	x	x
